Source: PubChem BioAssay
S3 lipid droplet: qHTS Assay for Lipid Storage Modulators in Drosophila S3 Cells | Drosophila S3 cells, BODIPY lipid droplet fluorescence, 18-24 h; cells fed with added oleic acid | lipid storage change, negative = inhibition, % at the top dose, mostly 46.1 µM; hits show Potency in µM | 0.64% of 320,000 active | AID 2685; active = well fitted inhibition curve with a large enough effect in the signal ratio, with a control signal flat, not every such curve was filed as active; inconclusive = small, poorly fitted or top-dose-only effect, or effect the other way, or a change in a side signal; the % refers to the signal ratio
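Drosophila S3 cells got compounds at several concentrations plus oleic acid (400 uM solution). Laser-scanning cytometry with 488 nm excitation read lipid droplets at 500-530 nm and cells at 575-640 nm. Percent activity was relative to 20 uM Triacsin C.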
S3 lipid droplet cell count max: second read-out of S3 lipid droplet, no call of its own (marks repeat the call); cell number change, %; measured here: cell count max response;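 cells counted by Cell Tracker Red CMTPX staining in the red channel; peak over a dose series mostly up to 46.1 µM; percent activity relative to internal control wells on each plate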
* = called active by the depositor; i = inactive; ? = inconclusive; · = not tested or not shown. % is set by controls: 0 for no effect and ±100 for the full control effect; potency is the fitted concentration of half-maximal effect. Only part of the results is shown. The share of hits here may be higher or lower than overall.

Start of the data: the first four compounds, to show the layout:
S3 lipid droplet,S3 lipid droplet cell count max,Structure
i,-12,CCc1ccc(-c2cc(C)no2)cc1S(=O)(=O)NCCc1ccc(OC)c(OC)c1
?,·,COc1ccc(N2CCN(C(=O)c3ccncc3)CC2)cc1
?,·,CSCCC(NC=C1C(=O)OC(C)(C)OC1=O)C(=O)O (centres undefined)
?,·,CCc1ccccc1NC(=O)CNC(=O)CNC(=O)c1cccs1

Results, previewed entries included:
S3 lipid droplet,S3 lipid droplet cell count max,Structure
i,-12,CCc1ccc(-c2cc(C)no2)cc1S(=O)(=O)NCCc1ccc(OC)c(OC)c1
?,·,COc1ccc(N2CCN(C(=O)c3ccncc3)CC2)cc1
?,·,CSCCC(NC=C1C(=O)OC(C)(C)OC1=O)C(=O)O (centres undefined)
?,·,CCc1ccccc1NC(=O)CNC(=O)CNC(=O)c1cccs1
-3%,-17,CCCCn1c(SCC(=O)NCc2ccco2)nnc1-c1ccco1
i,4,COc1ccc(CN2C(=NC(=O)CCC3CCCC3)SC3CS(=O)(=O)CC32)cc1 (centres undefined)
?,·,C=CCn1c(SCC(=O)Nc2ccccc2OC)nc2c([nH]c3ccccc32)c1=O
21%,·,O=C(COC(=O)Cc1ccccc1[N+](=O)[O-])NCC1CCCCC1
-9%,·,O=C(CCNC(=O)c1ccc(Br)cc1)NNC(=O)C1COc2ccccc2O1 (centres undefined)
16%,9,Cc1cnc(C(=O)OCC(=O)c2csc(N3CCCCC3)n2)cn1
?,·,CCc1ccc(NC(=O)c2c(C(=O)Nc3ccccc3)sc3nc(C)cc(=O)n23)cc1
i,·,COc1ccc(-c2nc(CSCC(=O)NC3CC3)c(C)o2)cc1OC
1%,18,CCCNC(=O)c1cccc(COc2ccccc2OC)c1
?,·,O=C(COC(=O)[C@@H]1CCCN1C(=O)c1cccs1)Nc1ccc(F)cc1[N+](=O)[O-]
?,·,COc1ccc(-n2cccc2C=O)cc1
-12%,12,O=C(NCc1n[nH]c(=S)n1-c1ccc(Cl)c(Cl)c1)c1ccco1
2%,12,Cc1cc(C)c(S(=O)(=O)N2CCCOC2CNC(=O)C(=O)NCc2ccccn2)c(C)c1 (centres undefined)
?,·,Cc1ccc(-c2noc(CCC(=O)Nc3cc(C)ccn3)n2)cc1
?,·,CCCN(C(=O)Cn1ncc2c(=O)oc3ccccc3c21)c1cccc(C)c1
?,·,O=C1CCc2ccc(NS(=O)(=O)c3ccc(F)cc3)cc2N1
-5%,-1,CCC1(C)CC2(CCCN(CCC(O)(c3ccccc3)c3ccccc3)C2)CCO1 (centres undefined)
?,·,O=C(Nc1ccc(S(=O)(=O)Nc2nccs2)cc1)C1CCCCC1
?,·,CNc1nc(N2CCc3ccccc32)ncc1F
-10%,-9,CC(NC(=O)Cn1nc(-c2ccccc2)ccc1=O)c1ccccc1 (centres undefined)
6%,10,COc1ccccc1N1CCN(C(=O)CN(C)S(=O)(=O)c2cc(C)ccc2OC)CC1
?,·,CCN(CC)c1ccc(/C=C/c2ccc3ccc(OC)cc3[n+]2CC)cc1
?,·,O=C(N/N=C/c1c[nH]c2ccccc12)c1cc2ccccc2o1
i,1,CC(NC(=S)Nc1ccc(F)cc1)c1ccccc1 (centres undefined)
?,·,CC(C)Nc1nc(NC(N)=S)nc(NC(C)(C)C)n1
4%,7,O=C(Nc1ccccc1)N(CCCN1CCOCC1)Cc1cc2cc3c(cc2[nH]c1=O)OCCO3
?,·,CCN(C(=O)COC(=O)CSc1ccc([N+](=O)[O-])cc1)C1CCS(=O)(=O)C1 (centres undefined)
?,·,CC(/C=N/NC(=O)c1cc(-c2ccc(Cl)cc2)nc2ccccc12)=C\c1ccco1
?,·,Cc1ccc(NC(=O)C(Cc2ccccc2)NC(=O)c2ccco2)cc1 (centres undefined)
?,·,Cc1ccc(S(=O)(=O)NCC2CCC(C(=O)NCCCOC(C)C)CC2)cc1 (centres undefined)
?,·,O=C(NC1CC1)c1ccc(F)cc1Cl
?,·,COc1cccc(CNc2ccc3c(c2)ncn3C(C)C)c1OC
?,·,CCCCCc1ccc(-c2cn(Cc3ccc(C(=O)c4ccccc4)cc3)nn2)cc1
?,·,COc1ccc(CCN(C)C(=O)c2cccc(S(=O)(=O)NCc3ccccc3)c2)cc1OC
?,·,COc1ccc(COn2c(=O)c(C)[n+]([O-])c3ccccc32)cc1OC
-23%,-4,O=C(C[n+]1cccc(NC(=O)c2ccccc2)c1)c1ccc(NC(=O)c2ccccc2)cc1
-8%,-18,Cc1ccc(NC(=O)CSc2nnc(-c3cccnc3)n2-c2ccc(C)cc2)cc1
4%,-26,CCCCCc1ccc(CC(=O)N2CCOCC2)cc1
i,0,Cc1csc(NC(=O)c2ccc(S(=O)(=O)N3CCN(C)CC3)cc2)n1
6%,10,CCCCCC(=O)Nc1cccc(C2=NOC3(C2)C[C@@H](C(N)=O)N(C(=O)c2ccc(Cl)cc2)C3)c1 (some centres undefined)
11%,0,CC(=O)Nc1ccc(S(=O)(=O)N(C)C2CCN(C)CC2)cc1
2%,0,COc1cccc(N2CCN(C(=O)c3cc4c(s3)-c3ccccc3OC4)CC2)c1
16%,13,COc1ccccc1CCC(=O)Nc1cccc(S(=O)(=O)N2CCOCC2)c1
-7%,0,N=c1n(CCCOc2ccc(Br)cc2)c2ccccc2n1CC(N)=O
?,·,COCCCN(C(=O)CCOc1ccccc1C)c1c(N)n(Cc2ccccc2)c(=O)[nH]c1=O
?,·,Cc1ccc2nc(-c3ccc(-c4ccccn4)s3)cn2c1

Other records
S3 lipid droplet,S3 lipid droplet cell count max,Structure
-4%,-15,CN(C(=O)c1cc(C(=O)N(C)c2ccccc2)cc([N+](=O)[O-])c1)c1ccccc1
-15%,8,O=C(NCC1CCCO1)C1c2ccccc2Oc2ccccc21 (centres undefined)
?,·,O=C(Nc1cc(Cl)ccc1Cl)c1ccc(OC(=O)c2ccco2)cc1
?,·,CC(C)CCN1CCN(CC#Cc2ccccc2)CC1CCO (centres undefined)
i,7,O=C(COc1ccccc1Cl)Nc1cnn(Cc2ccccc2)c1
-14%,6,Cc1ccc(Cn2ccsc2=NC(=O)COC(=O)c2ccc(O)cc2O)cc1
?,·,COc1ccc(CCN(C(=O)C(F)(F)F)C(C(=O)NC2CCCCC2)c2cccs2)cc1 (centres undefined)
16%,-6,COc1ccc(F)cc1C(=O)C1CCCN(Cc2cn(C)c3ccccc23)C1 (centres undefined)
i,·,O=C(O)c1oc2ccccc2c1-n1cccc1
7%,-2,O=C(CSc1nc2ccccc2c(=O)n1-c1ccccc1)N1CCCc2ccccc21
?,·,CCCCn1c(N)c(N(C(=O)CSc2nnnn2-c2ccccc2C)C2CCCC2)c(=O)[nH]c1=O
?,·,CCOc1ccc2[nH]c3c(NCC(C)C)ncnc3c2c1
?,·,COC(=O)c1cc(OC)c(OC)cc1NC(=S)N1CCN(Cc2ccccc2)CC1
?,·,Cc1nc2cc(Cl)ccc2n1-c1ccccc1
5%,·,CCN(CC)C(=O)Cn1cc(C(=O)C(=O)NCCCn2ccnc2)c2ccccc21
?,·,O=C(COC(=O)Cc1c[nH]c2ccccc12)NC1CCCCC1
i,3,Cc1nn(-c2ccccc2)c2[nH]c(C(F)(F)F)cc(=O)c12
?,·,Cc1c(C(=O)N2CCc3ccccc3C2)sc2nc(-c3ccccc3)cn12
3%,-19,O=C(NOC(=O)c1cc(Br)ccc1Cl)c1cccs1
?,·,COc1cccc(Cn2c(Oc3cccc(C)c3)nc3c2c(=O)n(C)c(=O)n3C)c1
?,·,CCOC(=O)C1=C(C)C(c2ccc(OC)cc2)NC(=S)N1 (centres undefined)
?,·,COc1ccccc1C(=O)NNC(=O)C1CCN(C(=O)OC(C)(C)C)CC1
?,·,COc1ccc(CC(=O)NCc2nnc(SCC(=O)Nc3ccccc3)n2C)cc1
?,·,CN(c1ccc(OC(=O)c2ccc(-n3cncn3)c([N+](=O)[O-])c2)cc1)S(=O)(=O)c1ccccc1
?,·,c1ccc(OCc2nn3c(-c4ccncc4)nnc3s2)cc1
?,·,COc1ccc(NC(=O)CCS(=O)(=O)c2cccc3nonc23)cc1
?,·,O=C(CCC(=O)N1CCOc2ccc(Cl)cc21)NCCN1CCOCC1
-16%,19,CCc1cc(=O)oc2cc(OC(=O)c3ccco3)ccc12
?,·,N#C/C(=C\c1cccnc1)C(=O)NC1CCCCC1
-6%,-15,CCCC(=O)N1CCN(c2ccc(NC(=O)c3cccs3)cc2)CC1
15%,-9,O=C(O)CC(CNC(=O)C1CCCN1C(=O)OCc1ccccc1)c1ccccc1 (centres undefined)
?,·,COc1ccc(-n2c(COc3ccccc3)nnc2SCC(N)=O)cc1
?,·,Cc1ccc(NC(=O)c2cn(-c3cccc(C)n3)cn2)cc1
1%,9,CCCc1nnc2n1N=C(c1ccc(-c3cc(Cl)ccc3Cl)o1)CS2
?,·,C=CCNc1ncnc2c1[nH]c1ccc(C)cc12
?,·,O=C(COC(=O)c1cccc(Br)c1)NC(=O)NC1CCCC1
i,-10,COc1ccc(NC(=O)CCc2nnc3ccc(NCc4ccco4)nn23)cc1OC
-14%,8,COc1ccccc1C(=O)Nc1ccnn1C1CCN(Cc2cnn(C)c2)CC1
?,·,CC(=O)c1c(C)[nH]c(C(=O)NCCC2=CCCCC2)c1C
-21%,5,CCOc1nc(Nc2ccc(Cl)cc2)nc(OCC)n1

3 entries out of the list above, ordered by the number in S3 lipid droplet, low to high.
S3 lipid droplet,S3 lipid droplet cell count max,Structure
-21%,5,CCOc1nc(Nc2ccc(Cl)cc2)nc(OCC)n1
-14%,8,COc1ccccc1C(=O)Nc1ccnn1C1CCN(Cc2cnn(C)c2)CC1
1%,9,CCCc1nnc2n1N=C(c1ccc(-c3cc(Cl)ccc3Cl)o1)CS2

Record cards (already shown). Screens in order: S3 lipid droplet | S3 lipid droplet cell count max
CCCc1nnc2n1N=C(c1ccc(-c3cc(Cl)ccc3Cl)o1)CS2 across the screens: 1% | 9
COc1ccccc1C(=O)Nc1ccnn1C1CCN(Cc2cnn(C)c2)CC1 across the screens: -14% | 8
CCOc1nc(Nc2ccc(Cl)cc2)nc(OCC)n1 across the screens: -21% | 5

Other structures follow.
S3 lipid droplet,S3 lipid droplet cell count max,Structure
-2%,7,O=C(C1CCCO1)N1CCN(S(=O)(=O)c2ccc(Cl)cc2)CC1 (centres undefined)
10%,-3,CC(C)(CO)NS(=O)(=O)c1ccc2c(c1)C(=NO)c1cc(S(=O)(=O)NC(C)(C)CO)ccc1-2
?,·,Cc1ccc(Cl)cc1N(CC(=O)N1CCOCC1)S(C)(=O)=O
i,20,CCOC(=O)C1(Cc2ccccc2)CCCN(C(=O)C=C(C)C)C1 (centres undefined)
?,·,CCN1CCN(c2cc(=O)n(-c3cc(Cl)ccc3C)c(=O)[nH]2)CC1
-25%,6,COc1ccc(-c2n(CC(=O)OC3CC(C)CCC3C(C)C)c3ccccc3[n+]2C)cc1 (centres undefined)
?,·,N#CCCn1cc(/C=C/C(=O)O)c(-c2ccc(F)cc2)n1
-2%,-8,CCC(=Nc1ccccc1)C1=C(O)CC(C)(C)CC1=O
?,·,OCCN(Cc1ccccc1)C(=S)NC1CCCCC1
?,·,Cc1cc(C)n(CC(=O)NCc2cc(-c3nn(C)c(=O)c4ccccc34)ccc2C)n1
?,·,CC(C)Cc1nc(N2CCN(C(=O)c3ccco3)CC2)c(C#N)c2c1CCCC2
?,·,CN1C(=O)CSc2ccc(NC(=O)NCc3ccco3)cc21
?,·,Cc1ccc(NC(=O)c2ccc(NCc3ccc(F)cc3)nc2)cc1
18%,6,CCOC(=O)c1[nH]c2cc(OC)c(OC)cc2c1NC(=O)CCN1CCSCC1
-9%,-15,COC(=O)c1ccc(COc2ccccc2/C=N/NS(=O)(=O)c2ccccc2)cc1
-5%,-20,O=C(c1ccccc1)c1c[nH]c2cc3c(cc2c1=O)OCCO3
i,21,CCn1c(SCc2ccccc2)nc2c1c(=O)[nH]c(=O)n2C
i,7,CC(=O)c1ccc(NC(=O)C2CCCN(S(=O)(=O)c3cccc4nonc34)C2)cc1 (centres undefined)
-1%,4,Cc1cccc(C)c1NC1=NC(C)(C)N=C(N)N1
?,·,Nc1ccc(C(=O)N/N=C\C=C\c2ccc([N+](=O)[O-])cc2)cc1
?,·,CCOC(=O)N1CCN(C(=O)c2cc(-n3cnnc3)ccc2Cl)CC1
-7%,3,CN1CCN(CC(=O)Nc2ccccc2Oc2ccccc2)CC1
-14%,-19,CCn1c(Cc2ccccc2)nnc1SCc1cccc(C(=O)O)c1
-25%,5,O=C(O)c1cccnc1SCc1cn2cc(Br)ccc2n1
-1%,-4,Cc1csc(=Nc2cccnc2)n1Cc1ccco1
?,·,O=C(COC(=O)COc1ccccc1)NCCC1=CCCCC1
?,·,COc1c(/C=N/Nc2ccc([N+](=O)[O-])cc2[N+](=O)[O-])c(C)nn1-c1ccccc1
